# Epigenetic mod = epigenetic GFP locus derepression in mouse cells. AID 597. mouse C127i GFP locus derepression, cytometry, 30 h. 68,000 tested, 0.09% active. Potency, µM (top dose mostly 46.1 µM), without a hit: at the highest dose GFP derepression (activation); active = well fitted curve in the direction sought with a large enough effect; inconclusive = small, poorly fitted or top-dose-only effect; also: % of control where 0% means no effect
#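 Derepression screen: silenced CMV-GFP reporter in murine C127i cells, 30 h compound incubation at 37 C, washed cells imaged by laser-scanning cytometer to enumerate GFP-expressing objects of 20 to 120 um.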
# 4-MU autofl = 4-MU region autofluorescence. AID 589. compound autofluorescence, 340/450 nm, 4-MU equivalents; hits give high values. 59,000 tested, 11% active. max dye-equivalent concentration, M
#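 Compounds in 100 mM Tris, pH 8.0, incubated 15 min at room temperature, then fluorescence read at 340 nm excitation/450 nm emission. Signal converted to 4-MU dye-equivalent concentration using an on-plate six-point 4-MU standard curve.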
# A350 fluor = compounds fluorescent in Alexa 350 spectral region | Compound autofluorescence, 340/450 nm, Alexa 350 dye-equivalents; hits give high values | max dye-equivalent concentration, M | 59,000 tested, 11% active | AID 590
# * = called active by the depositor; i = inactive; ? = inconclusive; [ ] = remark or other dose. Rule as the data show it, unless noted: active = max dye-equivalent concentration above about 10 nM; inconclusive = mostly about 1.1 nM to 9.6 nM; inactive = weaker than that.
Epigenetic mod	4-MU autofl	A350 fluor	Compound
-2%[20.6 µM]	i	i	COCCOCCOCCC(=O)NC1CC2CCC1(C)C2(C)C (stereo unspecified)
2%[20.6 µM]	1.1e-07M*	1.3e-07M*	COc1ccc(NC(=O)c2c(C)cc(=O)oc2C)c(OC)c1
0%[20.6 µM]	i	?	Clc1ccc(Cl)c(-c2ccc(/C=N/c3ncn[nH]3)o2)c1
0%[20.6 µM]	1.2e-05M*	1.4e-05M*	CCc1cc(=O)oc2c(CN3CCN(C)CC3)c(O)c(Cl)cc12
-3%[20.6 µM]	?	?	CN(C)c1ccc(C=Nc2cnn(C)c2C(N)=O)cc1
-6%[20.6 µM]	i	i	COc1ccc(N2CC(=O)N(c3ccc(OC)c(OC)c3)CC2=O)cc1OC
0%[20.6 µM]	1.4e-07M*	1.6e-07M*	COc1ccc2c(c1)n([O-])c1c([n+]2=O)CCC1
2%[20.6 µM]	1.2e-06M*	1.3e-06M*	O=C(c1coc(=O)c(Br)c1)N1CCOCC1
2%[20.6 µM]	i	i	Cc1cccc(-n2ncc3c(NCc4ccco4)ncnc32)c1
0%[20.6 µM]	?	?	COCCN(C(=O)Nc1ccccc1)c1ccccc1C
8%[20.6 µM]	i	i	Cc1cc(C)n(C(=O)CSc2nc3ccccc3o2)n1
-4%[20.6 µM]	?	?	COCCCNc1nc(-c2ccncc2)nc2ccccc12

# The results go on.
Epigenetic mod	4-MU autofl	A350 fluor	Compound
2%[20.6 µM]	i	i	O=C(O)C1CC(=O)N(Cc2cccs2)C1 (stereo unspecified)
5%[20.6 µM]	i	i	CN(CCCCCC(=O)/C=N/O)Cc1ccccc1
-2%[20.6 µM]	i	i	CCC1SC2=NC(C)=C(C(=O)OCCOC)C(c3ccc(C(=O)OC)cc3)N2C1=O (stereo unspecified)
0%[20.6 µM]	i	i	CC1(C)CC(=O)C=C(NCCO)C1
-3%[20.6 µM]	i	i	CCCCN(C(=O)CCC(=O)O)C1CC(=O)N(c2ccc(OCCC)cc2)C1=O (stereo unspecified)
-2%[20.6 µM]	i	i	O=C1C2ON(c3ccccc3)C(c3ccncc3)C2C(=O)N1c1ccc(Br)cc1 (stereo unspecified)
4%[20.6 µM]	i	?	COc1cccc(COc2nc3c(c(=O)n(C)c(=O)n3C)n2C)c1
2%[20.6 µM]	2.2e-07M*	2.5e-07M*	CCCCc1nc(NCCNC(=O)c2ccco2)c(C#N)c2c1CSC(C)(C)C2
-3%[20.6 µM]	i	i	CN1CCc2c(sc3c2c(=O)n(-c2ccccc2)c2nnc(SCc4ccccc4)n32)C1
4%[20.6 µM]	i	i	COc1ccccc1C(=O)N1CCCC1(C#N)c1ccccc1 (stereo unspecified)
0%[20.6 µM]	8.7e-08M*	1e-07M*	CCN(CC)CCNC(=O)c1ccccc1N
0%[20.6 µM]	?	?	Brc1cccc(-c2cnc3n2CCCCC3)c1

# (next part)
Epigenetic mod	4-MU autofl	A350 fluor	Compound
3%[20.6 µM]	i	i	O=c1[nH]c(CN(CCO)CCO)nc2c1C1(CCCCC1)Cc1ccccc1-2
0%[20.6 µM]	?	?	CCCOc1cccc(CN2CCCCC2c2cccnc2)c1 (stereo unspecified)
21%[20.6 µM]	i	i	Cc1cccc(-c2nnc3n2N=C(c2ccc(Br)cc2)CS3)c1
-2%[20.6 µM]	i	i	CC1(C)O[C@@H]2C[C@H]3[C@@H]4CCC5=CC(=O)C=C[C@]5(C)[C@@]4(F)[C@@H](O)C[C@]3(C)[C@]2(C(=O)CO)O1
-2%[20.6 µM]	i	i	CCCCCSc1nc(O)cc(=O)[nH]1
-3%[20.6 µM]	i	i	Cc1nc2sc3c(c2c(=O)o1)CC(C)(C)OC3
-6%[20.6 µM]	?	?	Cc1nnc(C)n1/N=C/c1cc(Br)cc(Br)c1O
0%[20.6 µM]	?	?	CC1(C)Cc2c(C#N)c(OCC(=O)c3ccc(Cl)cc3)nc(-c3ccoc3)c2CO1
2%[20.6 µM]	i	i	Cc1cccc2c1NC(C)CC2C (stereo unspecified)
8%[20.6 µM]	i	i	Cn1c(=O)c2c(nc(NCc3ccc4c(c3)OCO4)n2Cc2ccccc2F)n(C)c1=O
2%[20.6 µM]	1.5e-08M*	1.8e-08M*	CC1CCc2cc(F)cc3c(O)c(C(=O)NCC4CCCO4)c(=O)n1c23 (stereo unspecified)
-4%[20.6 µM]	i	i	CCCCC1CC1C(=O)Nc1ccc(OC)c(OC)c1 (stereo unspecified)

# Whole records, quoted from the list. Order of screens: Epigenetic mod | 4-MU autofl | A350 fluor
# Profile of Cc1cccc(-c2nnc3n2N=C(c2ccc(Br)cc2)CS3)c1 : 21%[20.6 µM] | i | i
# Profile of O=c1[nH]c(CN(CCO)CCO)nc2c1C1(CCCCC1)Cc1ccccc1-2 : 3%[20.6 µM] | i | i

# Filtered by structure, those above with bromine
Epigenetic mod	4-MU autofl	A350 fluor	Compound
2%[20.6 µM]	1.2e-06M*	1.3e-06M*	O=C(c1coc(=O)c(Br)c1)N1CCOCC1
-2%[20.6 µM]	i	i	O=C1C2ON(c3ccccc3)C(c3ccncc3)C2C(=O)N1c1ccc(Br)cc1 (stereo unspecified)
0%[20.6 µM]	?	?	Brc1cccc(-c2cnc3n2CCCCC3)c1
21%[20.6 µM]	i	i	Cc1cccc(-c2nnc3n2N=C(c2ccc(Br)cc2)CS3)c1
-6%[20.6 µM]	?	?	Cc1nnc(C)n1/N=C/c1cc(Br)cc(Br)c1O

# Next part.
Epigenetic mod	4-MU autofl	A350 fluor	Compound
-6%[20.6 µM]	2e-08M*	2e-08M*	COc1ccc(N/C=C(\C#N)c2nc3ccccc3n2C)c(OC)c1
4%[20.6 µM]	i	i	CCN(CC)CCN1C(=O)C(=O)/C(=C(/O)c2c(C)[nH]c(C(=O)OC)c2C)C1c1ccc(OC)cc1 (stereo unspecified)
0%[20.6 µM]	?	?	COCCCNC(=O)c1c(N)n(/N=C/c2cccnc2)c2nc3ccccc3nc12
2%[20.6 µM]	i	i	CCCSc1nc(N2CCOCC2)c2c(c1C#N)CCCC2
5%[20.6 µM]	3.5e-08M*	4.5e-08M*	N#Cc1c(N2CCOCC2)nc(N2CCCCC2)c2c1CCN(C1CCCCC1)C2
2%[20.6 µM]	i	i	Cc1ccc(-n2c(=O)c3c4c(sc3n3c(C)nnc23)COC(C(C)C)C4)cc1 (stereo unspecified)
1%[20.6 µM]	i	i	CC(=O)c1c(C(C)=O)c(C)n(NC(=O)c2ccncc2)c1C
8%[20.6 µM]	?	?	COc1ccc(C(=O)N/C(N)=N/c2nc3ccccc3o2)cc1
?	i	i	CSC1=C(C#N)C(C)CC(=O)N1 (stereo unspecified)
-2%[20.6 µM]	?	1.1e-08M*	Cc1cc(=O)oc(C)c1C(=O)Nc1cccc2nonc12
2%[20.6 µM]	7.1e-08M*	8e-08M*	CC(=O)N1CCN(c2nc(CC(C)C)c3c(c2C#N)CCC3)CC1
0%[20.6 µM]	9.1e-08M*	1.2e-07M*	Nc1nc2n(n1)C(c1ccc(F)cc1)CC(c1ccc(F)cc1)N2 (stereo unspecified)

# The results go on:
Epigenetic mod	4-MU autofl	A350 fluor	Compound
8%[20.6 µM]	i	i	Cc1nc(NS(=O)(=O)c2ccccc2)sc1NC(=O)OC(C)C
4%[20.6 µM]	i	i	CNC(=O)c1cc2ccccc2o1
0%[20.6 µM]	i	i	COc1ccc(C(=O)CSC2=C(C#N)C3(CCCCC3)C(C#N)=C(N)N2)cc1
0%[20.6 µM]	i	i	Nc1nonc1C(=O)NCCN=Cc1cc(Cc2ccccc2)cc(Br)c1O
-2%[20.6 µM]	3.1e-06M*	3.4e-06M*	CC1(C)NC(=O)N(CC(O)Cn2nnc3ccccc32)C1=O (stereo unspecified)
2%[20.6 µM]	1.6e-08M*	1.9e-08M*	Cc1ccc2[nH]c3c(N4CCN(Cc5ccccc5)CC4)ncnc3c2c1
18%[20.6 µM]	i	i	O=S(=O)(N[C@@H]1C[C@H]2CC[C@@H]1C2)c1cccs1
2%[20.6 µM]	1.1e-05M*	1.2e-05M*	CCc1c(C)c2cc(Cl)c(O)c(CN3CCCCC3)c2oc1=O
11%[20.6 µM]	i	i	CCC(=O)Nc1cccc(-c2nnc(SCC(=O)NCc3ccco3)n2C)c1
-4%[20.6 µM]	i	i	Cc1cc(C)n(CC(=O)N2c3ccccc3Sc3ccccc32)n1
8%[20.6 µM]	i	i	Cc1cc(=O)oc(C)c1C(=O)N1CCN(Cc2ccc3c(c2)OCO3)CC1
6%[20.6 µM]	i	i	NS(=O)(=O)c1cc2c(cc1Cl)NC(C1C[C@H]3C=C[C@@H]1C3)NS2(=O)=O (stereo partly specified)

# Other entries follow.
Epigenetic mod	4-MU autofl	A350 fluor	Compound
2%[20.6 µM]	i	i	CCOC(=O)CSC1=C(C#N)C(=O)NC2(CCCCC2)S1
3%[20.6 µM]	1.2e-05M*	1.3e-05M*	Cc1cc(=O)oc2c(CN3CCC(C)CC3)c(O)c(Cl)cc12
-4%[20.6 µM]	i	i	COc1ccccc1N1CCN(C(=O)c2c(C)cc(=O)oc2C)CC1
-3%[20.6 µM]	i	?	CC(=O)C1=C(O)C(=O)N(Cc2cccnc2)C1c1ccccc1Cl (stereo unspecified)
-4%[20.6 µM]	i	?	CCN(CC)CCCN1C(=O)C(=O)/C(=C(/O)c2ccc3c(c2)CC(C)O3)C1c1cccnc1 (stereo unspecified)
-2%[20.6 µM]	1.5e-07M*	1.6e-07M*	CC(=O)c1c(C)c2c(n1CCN(C)C)CCCC2
-3%[20.6 µM]	i	i	COc1ccc(-c2nc3n(n2)C(=O)CC(c2ccco2)S3)cc1 (stereo unspecified)
-3%[20.6 µM]	2.9e-07M*	3.4e-07M*	CC(C)c1[nH]c(=O)c(C#N)c2c1CSC(C)(C)C2
8%[20.6 µM]	i	i	O=C(Nc1ccccn1)NC(C(F)(F)F)C(F)(F)F
2%[20.6 µM]	i	i	c1ccc(OCc2nn3c(-c4ccco4)nnc3s2)cc1
4%[20.6 µM]	i	i	COn1c(SC2CCCCC2)nc2ccccc2c1=O
-2%[20.6 µM]	1.8e-08M*	1.9e-08M*	Cc1cc(/C=N/n2cnnc2)c(C)n1-c1ccc2c(c1)OCO2

# New compounds follow
Epigenetic mod	4-MU autofl	A350 fluor	Compound
-4%[20.6 µM]	i	i	CC(=O)NC1(C(F)(F)F)C(=O)Nc2c1c(=O)n(C)c(=O)n2C (stereo unspecified)
0%[20.6 µM]	i	i	CCOC(=O)c1ccc(-n2c(=O)[nH]c3ccccc3c2=O)cc1
-3%[20.6 µM]	7.7e-08M*	8.9e-08M*	O=C(CN1CCc2[nH]c3ccccc3c2C1)N1CCCCC1
-3%[20.6 µM]	i	i	C=CCN(C(=O)CCC(=O)O)C1CC(=O)N(c2ccc(OC)cc2)C1=O (stereo unspecified)
2%[20.6 µM]	1.5e-05M*	1.7e-05M*	CCCc1cc(=O)oc2c(CN3CCCC3)c(O)ccc12
4%[20.6 µM]	?	1.2e-08M*	c1ccc2c(c1)[nH]c1c(N3CCN(C4CCCCC4)CC3)ncnc12
0%[20.6 µM]	i	i	N#Cc1ccc(-c2cccnc2)nc1SCC(=O)Nc1sc2c(c1C#N)CCC2
2%[20.6 µM]	?	?	Cc1ccc(/C=c2\sc3n(c2=O)CN(c2ccc(Br)cc2)CN=3)o1
0%[20.6 µM]	i	i	CCCCCOc1ccc(Cl)cc1CN1CCOCC1
0%[20.6 µM]	i	i	Nc1nonc1OCCc1ccccc1
5%[20.6 µM]	i	i	Cc1occc1C(=O)OCC(=O)Nc1ccc(F)cc1
-4%[20.6 µM]	i	i	COc1cccc(CNc2ccc(Br)cn2)c1O

# Pulled by structure from the entries so far:
Epigenetic mod	4-MU autofl	A350 fluor	Compound
-4%[20.6 µM]	i	i	CC(=O)NC1(C(F)(F)F)C(=O)Nc2c1c(=O)n(C)c(=O)n2C (stereo unspecified)
2%[20.6 µM]	1.5e-05M*	1.7e-05M*	CCCc1cc(=O)oc2c(CN3CCCC3)c(O)ccc12
-4%[20.6 µM]	i	i	COc1cccc(CNc2ccc(Br)cn2)c1O

# (cont.)
Epigenetic mod	4-MU autofl	A350 fluor	Compound
2%[20.6 µM]	1e-08M*	1.4e-08M*	O=c1c2c3c(sc2nc2n1CCCS2)CCCC3
16%[20.6 µM]	i	i	CC1(C)Cc2c(c(N3CCOCC3)nc3snc(N)c23)CO1
0%[20.6 µM]	1.6e-07M*	1.8e-07M*	COc1ccc(OC)c2c1CCC2=O
-3%[20.6 µM]	i	i	Cc1cc(C)n(-c2c(F)c(F)c(CN3CCCCC3)c(F)c2F)n1
0%[20.6 µM]	i	?	CC1=C(C#N)C(=O)OC(C)(C)C1
6%[20.6 µM]	5.3e-08M*	5.8e-08M*	CCn1nc(NC(=O)c2ccco2)c2cc3ccccc3nc21
-4%[20.6 µM]	i	i	CCCCCOC(=O)Cc1c(C)nc(-c2ccccc2)[nH]c1=O
2%[20.6 µM]	i	i	CCC(CC)c1nc2cc(OC)c(OC)cc2c(=O)o1
7%[20.6 µM]	i	i	Clc1nc(-c2n[nH]nc2Cl)n[nH]1
-6%[20.6 µM]	2.3e-08M*	2.8e-08M*	CCC1(C)Cc2c(C#N)c(N)sc(=S)c2CO1 (stereo unspecified)
0%[20.6 µM]	i	i	Cc1ccc(SCc2nnc(N)s2)cc1
-4%[20.6 µM]	i	i	CCOC(=O)N1CCN(C2OC(=O)c3ccccc32)CC1 (stereo unspecified)

# This is a subset; count on the stated rates, not on these rows.
